HKDC1 inhibitor = HKDC1 hexokinase inhibitors, primary screen, biochemical, fluorescence, uHTS | AID 493160, 2011 | inhibition, % at 20 µM | recombinant HKDC1, G6PDH/diaphorase resazurin coupled fluorescence | Q2TB90 | 340,000 tested, 0.16% active;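 active = inhibition above about 35% when tested at 20 µM, limit read from the data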;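 also: plate controls were DMSO wells with enzyme for no effect and DMSO wells lacking enzyme for full effect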
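Test system: recombinant HKDC1 (HK5) hexokinase enzyme, produced in-house / Doses: 20 µM test compound, 1% DMSO / Timing: 90 min, room temperature / Detection: G6PDH/diaphorase-coupled fluorescence, 1 mM NADP, 100 µM resazurin, 525/613 nm / Control set: DMSO wells with and without enzyme mix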
Apaf1 inhib = inhibitors of human Apaf-1 apoptosome, primary screen, biochemical, DEVD-Rh110 fluorescence, uHTS; Apoptotic protease-activating factor 1 (Homo sapiens), O14727; reconstituted apoptosome caspase-3 activity; inhibition, % at 20 µM; 330,000 tested, 0.71% active; AID 489030, 2010; active = inhibition of at least 40% at 20 µM;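 also: plate controls were DMSO wells for no effect and DEVD-CHO caspase inhibitor wells for full effect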
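Material: reconstituted apoptosome with Apaf-1, cytochrome c, caspase-9, procaspase-3, dATP / Buffer or medium: pH 7.5 Hepes buffer with CHAPS, BSA, DTT / Also added: cytochrome c with DEVD-Rh110 / Schedule: compound with Apaf-1, dATP, procaspase-3 30 min, then 50 min reaction, room temperature / Technique: rhodamine 110 fluorescence at Ex 480/Em 540 nm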
SENP8 block-1 = human SENP8 protease inhibitors, primary screen, biochemical, fluorescence, Nedd8 protein substrate, uHTS; AID 602440, 2012; inhibition, % at 20 µM; Sentrin-specific protease 8 (Homo sapiens), Q96LD8; 360,000 tested, 0.64% active; recombinant SENP8; in the data active = inhibition mostly above about 40%, no sharp cut-off; inactive = mostly below about 27%
Target sequence (Q96LD8 whole entry, looked up): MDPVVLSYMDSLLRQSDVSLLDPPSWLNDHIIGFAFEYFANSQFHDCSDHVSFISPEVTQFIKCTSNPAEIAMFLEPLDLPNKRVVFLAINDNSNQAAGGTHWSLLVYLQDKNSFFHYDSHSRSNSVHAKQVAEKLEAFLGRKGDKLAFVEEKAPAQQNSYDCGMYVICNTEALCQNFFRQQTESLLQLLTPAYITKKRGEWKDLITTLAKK
PfG6PD inh = PfG6PD enzyme inhibitors, primary screen, biochemical, fluorescence intensity, uHTS | glucose-6-phosphate dehydrogenase-6-phosphogluconolactonase (Plasmodium falciparum 3D7) | PfGluPho enzyme, NADPH resazurin-diaphorase fluorescence | inhibition, % at 20 µM | 350,000 tested, 0.78% active;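 active = inhibition reaching at least a set limit at 20 µM in the primary screen, cut at about 59% in these data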;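 also: 0% = DMSO wells with substrate and 100% = DMSO wells lacking glucose-6-phosphate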
SENP6 inh = SENP6 protease inhibitors, primary screen, biochemical, luminescence, uHTS; Recombinant SENP6 catalytic domain, aminoluciferin luminescence; inhibition, % at 10 µM; 330,000 tested, 1.8% active;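 active = inhibition above about 50% at the single tested dose, limit read from the data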;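 also: plate controls were DMSO wells with enzyme for no effect and DMSO wells lacking enzyme for full effect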
Target sequence (Q9GZR1 628-1112 limits assumed): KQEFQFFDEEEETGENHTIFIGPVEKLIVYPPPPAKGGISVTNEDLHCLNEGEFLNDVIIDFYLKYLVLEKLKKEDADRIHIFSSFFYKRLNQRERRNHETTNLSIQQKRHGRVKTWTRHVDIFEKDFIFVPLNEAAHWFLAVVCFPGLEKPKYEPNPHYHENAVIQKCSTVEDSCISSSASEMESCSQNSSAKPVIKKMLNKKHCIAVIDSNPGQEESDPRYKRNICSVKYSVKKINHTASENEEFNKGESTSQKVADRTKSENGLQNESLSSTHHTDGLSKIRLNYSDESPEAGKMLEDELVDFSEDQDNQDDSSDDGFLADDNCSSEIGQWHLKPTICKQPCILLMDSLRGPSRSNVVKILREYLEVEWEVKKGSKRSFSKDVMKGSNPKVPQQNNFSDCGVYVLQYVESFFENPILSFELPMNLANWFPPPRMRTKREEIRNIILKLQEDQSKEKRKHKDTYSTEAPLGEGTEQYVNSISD
SENP7 block = SENP7 protease inhibitors, primary screen, biochemical, luminescence, uHTS. Sentrin-specific protease 7 (Homo sapiens), Q9BQF6. recombinant SENP7, Z-RLRGG-aminoluciferin luminescence, 40 min. inhibition, % at 5 µM. 330,000 tested, 1.5% active;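 active = inhibition above about 50% at the single test dose, limit read from the data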;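 also: plate controls were DMSO with enzyme for no effect and no enzyme buffer wells for full effect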
Target sequence (Q9BQF6 706-1050 limits assumed): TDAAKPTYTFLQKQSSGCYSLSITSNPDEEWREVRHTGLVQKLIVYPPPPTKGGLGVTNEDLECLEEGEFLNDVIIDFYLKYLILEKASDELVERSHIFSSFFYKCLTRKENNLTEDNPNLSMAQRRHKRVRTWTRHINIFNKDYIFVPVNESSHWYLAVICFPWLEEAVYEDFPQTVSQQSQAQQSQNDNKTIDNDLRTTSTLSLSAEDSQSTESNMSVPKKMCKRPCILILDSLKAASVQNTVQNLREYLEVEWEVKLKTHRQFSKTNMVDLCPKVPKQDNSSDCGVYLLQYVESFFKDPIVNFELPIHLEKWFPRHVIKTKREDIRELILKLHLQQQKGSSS
NALP3 yeast inh = NALP3 inflammasome inhibitors in reconstituted yeast, primary screen, luminescence, uHTS; AID 2825, 2010; Yeast reconstituted NLRP3/ASC/caspase-1, beta-gal luminescence, 24 h; inhibition, % at 10 µM; 330,000 tested, 0.39% active;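 active = inhibition of 50% or more; inactive = inhibition below 50%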;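 also: plate controls were induced DMSO wells for no effect and uninduced yeast grown without galactose for full effect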
SENP8 block-2 = SENP8 protease inhibitors, primary screen, biochemical, luminescence | purified SENP8, Z-RLRGG-aminoluciferin cleavage | Sentrin-specific protease 8 (Homo sapiens), Q96LD8 | AID 2540, 2010 | inhibition, % at 10 µM | 330,000 tested, 1.2% active; in the data active = inhibition above about 50%
SENP1 inh = human SENP1 catalytic domain inhibitors, primary screen, biochemical, FRET, uHTS; AID 624204, 2012; recombinant SENP1 catalytic domain, CyPet-SUMO1-YPet FRET cleavage; inhibition, % at 10 µM; 360,000 tested, 0.21% active; Sentrin-specific protease 1 (Homo sapiens), Q9P0U3;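 active = inhibition at least 30% at 10 µM, raw YFP signal under a set limit, fluorescence ratio 0.5 to 1.5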;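 also: 0% = enzyme with DMSO and 100% = no enzyme wells; some results filed as inactive read as strong as hits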
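Assay system – human recombinant His6-tagged SENP1 catalytic domain enzyme · Input – SENP1 enzyme, 20 pM final · Buffer or medium – Tris pH 8 buffer plus EDTA, NaCl, BME, BSA, NP40, catalase · Schedule – 50 min reaction at room temperature · Technique – FRET read of cyan and yellow fluorescence · Control set – no-enzyme wells low, DMSO-plus-enzyme wells high control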
Active calls of the source: *; i = inactive; · = not tested or not shown.

SMILES	HKDC1 inhibitor	Apaf1 inhib	SENP8 block-1	PfG6PD inh	SENP6 inh	SENP7 block	NALP3 yeast inh	SENP8 block-2	SENP1 inh
COc1ccccc1-c1cc(C(=O)NCc2ccccc2)no1	1.1	-0.3	1.4	9.5	8.4	7.2	18.1	6.6	1.7
CCCOc1ccc2oc(=O)c3c(c2c1)CCCN3C(=O)CN1CCCC(C(=O)OCC)C1 (stereo not given)	-4.5	18.1	-55.3	-0.1	-17.5	-7.3	18.6	-7.9	1.1
c1ccc(CSc2nnc3ccc(-c4cccs4)nn23)nc1	-4.4	-23.9	-84.6	14.0	-14.2	3.0	-7.0	0.7	0.9
Cc1cccnc1NC(=O)c1ccc(OCc2c(C)noc2C)cc1	3.6	-0.9	2.4	2.7	-14.5	1.9	15.0	-0.9	2.0
CC(C)(C)OC(=O)NCc1ccc(CNC(=O)c2[nH]cnc2C(=O)NC2CCN(C(=O)OC(C)(C)C)CC2)cc1	5.2	23.7	9.2	22.0	-3.4	1.6	3.2	-2.1	2.4
CCOc1ccc(C(=O)Nc2c3c(nn2-c2ccccc2)CS(=O)(=O)C3)cc1	5.9	-8.9	-23.8	0.9	-6.0	-6.1	-1.1	1.5	-0.1
COc1cccc(C(C(=O)NCc2ccco2)N(Cc2ccco2)C(=O)Cn2nnc3ccccc32)c1 (stereo not given)	-3.5	1.8	27.2	16.3	-4.6	-3.8	5.0	3.1	0.5
C=CCN1CCc2nc(N)sc2CC1	3.3	·	8.9	49.6	·	·	·	·	-18.0
Brc1ccc(-c2nnc(-c3ccccc3)c(N3CCSCC3)n2)cc1	5.4	15.7	13.8	2.8	4.5	2.6	-14.5	7.1	-0.2
Cc1ccc2c(Cl)cc(Cl)c(OCC(=O)NC3CCS(=O)(=O)C3)c2n1 (stereo not given)	-5.5	-7.7	-13.1	-2.5	-9.6	2.1	4.8	-3.1	0.8
CCCNC(=O)CNC(=O)c1ccc(C#N)cc1	-9.5	6.1	12.6	4.4	1.8	1.0	-10.2	1.4	2.0
CCOC(=O)c1cc(NC(=O)c2ccc(Cl)cc2)c(=O)oc1-c1ccccc1	-3.4	12.6	4.6	-4.0	-6.2	4.0	0.4	2.7	2.0
COc1cccc(CN2CCN(Cc3ccc(O)c(OC)c3)CC2CCO)c1 (stereo not given)	-7.9	-5.9	17.0	-5.3	-11.0	7.5	27.5	-5.2	-0.9
O=S(=O)(c1ccc(Br)c2ccccc12)N1CCOCC1	-6.2	16.1	4.6	-9.5	-3.7	8.6	34.7	-10.4	0.8
Cc1cn(-c2cc(NC(=O)c3ccc(C)c(NC(=O)c4cccc(-c5cn[nH]c(=O)c5)c4)c3)cc(C(F)(F)F)c2)cn1	9.9	9.4	2.3	-0.9	-4.9	2.0	7.6	-6.4	-1.9
O=C(Nc1cccnc1)Nc1cccc([N+](=O)[O-])c1	-4.7	1.9	-1.1	14.2	3.3	3.7	22.5	2.9	0.7
COc1ccc(C(=O)COC(=O)c2ccc([N+](=O)[O-])s2)cc1OC	1.3	16.7	26.4	16.7	38.4	14.2	44.2	61.6*	3.0
Cc1[nH]c(C)c(S(=O)(=O)N(Cc2ccccc2)C(C)C)c1C(=O)N1CCCC1	-8.6	-0.2	10.9	-2.4	-1.5	-18.0	-4.4	-14.6	3.7
CSCC[C@H](NC(=O)OC(C)(C)C)C(=O)N/N=C/c1c(C)[nH]c(=O)[nH]c1=O	-1.1	-12.4	12.4	11.3	-8.2	-1.0	20.9	-0.8	0.7
COc1ccc(/C(C)=N/NC(=O)C2C3CCCCC32)c(OC)c1 (stereo not given)	-5.3	-6.1	15.5	-5.8	-13.7	2.1	0.0	-5.6	2.6

Compound profiles, as listed above.
Results for C=CCN1CCc2nc(N)sc2CC1 → HKDC1 inhibitor = 3.3; Apaf1 inhib = ·; SENP8 block-1 = 8.9; PfG6PD inh = 49.6; SENP6 inh = ·; SENP7 block = ·; NALP3 yeast inh = ·; SENP8 block-2 = ·; SENP1 inh = -18.0
Results for CCOc1ccc(C(=O)Nc2c3c(nn2-c2ccccc2)CS(=O)(=O)C3)cc1 → HKDC1 inhibitor = 5.9; Apaf1 inhib = -8.9; SENP8 block-1 = -23.8; PfG6PD inh = 0.9; SENP6 inh = -6.0; SENP7 block = -6.1; NALP3 yeast inh = -1.1; SENP8 block-2 = 1.5; SENP1 inh = -0.1

Next section
SMILES	HKDC1 inhibitor	Apaf1 inhib	SENP8 block-1	PfG6PD inh	SENP6 inh	SENP7 block	NALP3 yeast inh	SENP8 block-2	SENP1 inh
O=C(NC(N1CCOCC1)C(Cl)(Cl)Cl)c1ccc(Br)cc1 (stereo not given)	-4.7	-8.4	-5.7	14.4	-9.5	6.3	-22.0	0.0	0.5
Cc1ccc(C(=O)N2CC=C(c3ccccc3)CC2)o1	0.4	0.0	1.5	16.7	3.4	1.3	17.4	-1.4	-0.9
O=C(CSc1nnc2c(n1)[nH]c1ccccc12)NC1CCCCC1	-2.8	10.0	5.4	-10.4	2.3	-4.5	18.6	0.1	1.0
COc1ccc(C2CC(=O)Oc3cc(C)c(Cl)cc32)cc1 (stereo not given)	-0.2	16.1	3.3	2.3	·	1.4	·	·	-0.7
O=C(CSc1nnc(NC(=O)c2ccco2)s1)Nc1ccccc1Br	-1.9	-0.8	-25.6	-17.4	-8.0	7.3	25.0	-1.4	0.4
CCOC(=O)NC(=O)COC(=O)c1cccc2ccccc12	-3.1	8.0	-16.8	-40.4	-2.1	-7.4	16.4	-9.0	6.0
Cc1ccc(CCN2C(=O)CCC2(C)C(=O)NC2CCCC2)cc1 (stereo not given)	-1.2	-2.9	17.5	-11.2	0.7	-3.0	15.1	12.9	1.0
Cc1ccccc1N(C(=O)c1ccccn1)C(C(=O)NCc1ccccc1)c1cccnc1 (stereo not given)	-5.1	-1.2	23.9	3.2	-5.8	0.8	13.5	0.7	-1.2
CC1CCCN(c2cc3c(cc2[N+](=O)[O-])C(=O)N(c2ccccc2)C3=O)C1 (stereo not given)	-7.0	2.8	23.5	-0.2	-3.9	8.1	12.0	2.3	2.4
CC(/C=C/C1(O)C(C)CC(O)CC1(C)C)OC1OC(CO)C(O)C(O)C1O (stereo not given)	-0.8	-6.9	15.8	4.9	-19.9	-14.6	4.4	-15.5	-4.6
CCOc1ccc(OCC)c(NC(=O)CCS(=O)(=O)c2ccc(C)cc2)c1	4.8	7.4	24.8	1.5	-6.6	2.2	2.9	0.7	-2.9
COc1ccc2[nH]cc(CC(=O)O)c2c1	-5.8	-2.2	22.8	10.8	-4.0	-14.6	12.0	-6.0	1.4
COc1cc(OC)cc(-c2oc(=O)c3cc(OC)c(OC)cc3c2C#CCCO)c1	5.6	-11.2	-250.3	5.8	-22.5	4.0	6.8	-3.0	-2.3
CCOC(=O)c1sc(NC(=O)CSc2nnc(Cc3ccccc3)o2)c(C#N)c1C	-40.4	2.9	-21.2	88.1*	-4.3	-3.5	-2.1	12.1	-40.0
COC(=O)c1cc(NC(=O)c2cc(C(C)(C)C)nn2Cc2ccc(F)cc2)ccc1N1CCOCC1	1.6	17.3	-176.4	26.1	-0.1	11.6	17.3	-5.4	-12.6
COc1ccccc1N1CCN(C(=O)c2cc3c(=O)n4ccccc4nc3s2)CC1	-1.9	9.0	i	2.5	-21.1	-12.0	23.2	-19.7	-20.6
O=C(NC1CC1)c1ccc(CSCc2ccccc2Cl)o1	-2.6	1.0	4.2	3.2	4.9	-0.4	23.5	-6.1	0.6
O=C(Nc1ccc2c(c1)Cc1ccccc1-2)c1cccnc1	-8.0	18.2	-2.7	-1.6	4.1	12.6	48.7	0.4	-0.5
O=C(Cc1ccccc1)Nc1nnc(-c2cccs2)s1	-2.3	2.1	i	-19.7	-9.8	-4.2	16.6	-7.8	-1.1
CCCCN(c1ccccc1)S(=O)(=O)c1cccc2cccnc12	-0.3	-7.3	13.2	-2.1	10.8	1.4	-25.5	2.9	0.6
Cc1cccc(Nc2nc(N)c([N+](=O)[O-])c(N3CC(C)CC(C)C3)n2)c1 (stereo not given)	-4.2	28.8	13.7	30.6	-6.0	3.3	6.1	-5.5	0.3
O=C(Nc1cccnc1)c1ccc(-c2ccc(Cl)cc2)o1	-9.0	23.2	4.2	7.9	-20.1	5.1	31.3	-6.3	-2.0
O=C(c1ccc(F)cc1)N1CCC(C(=O)N2CCN(Cc3ccc4c(c3)OCO4)CC2)CC1	-8.5	27.2	7.6	-13.8	-28.9	-10.2	12.1	-12.4	0.6
CC(C)(C)[C@H]1C=C(C(=O)NCc2nc3ccccc3[nH]2)O[C@@H](OCCCCO)C1	-2.8	2.8	30.7	8.2	-20.9	3.1	13.7	-7.2	2.2
CCOc1ccccc1C(=O)NC(C(=O)Nc1ccccc1N1CCOCC1)C(C)C (stereo not given)	-6.4	4.1	6.1	-0.1	-9.1	-8.8	5.7	-10.0	3.6
O=C(OCc1ccccc1)N1CCC2CC1c1cc(N3CCCCC3)ccc12 (stereo not given)	1.0	·	6.9	-5.1	·	·	·	·	-1.3
O=C(CN1C2CCCC1CC(NC(=O)c1ccccc1)C2)Nc1ccccc1C(F)(F)F (stereo not given)	-2.4	20.8	6.3	-19.5	-19.4	-6.1	14.6	-3.1	1.7
CCOC(=O)c1c(C)nn(-c2ccc(NC(=O)c3c(C)noc3C)cc2)c1C	-1.9	9.5	11.1	6.9	8.3	-7.4	25.9	-3.2	1.0
C/C(=N/NC(=O)c1ccncc1)c1ccccc1	-5.6	-1.3	5.5	18.7	-13.5	6.8	19.5	-14.7	0.1
O=C(CSc1cccc[n+]1[O-])Nc1ccccc1C(F)(F)F	-6.2	-3.8	4.5	-25.0	12.2	-1.8	-3.6	-3.4	0.5
Cc1ccc(CNS(=O)(=O)c2ccc3c(c2)NC(=O)C(C)S3)cc1 (stereo not given)	3.0	10.7	4.3	15.9	-20.1	1.6	10.1	-8.3	-1.0
Cc1ccc(S(=O)(=O)NNC(=O)Nc2ccc(Cl)c(Cl)c2)cc1	0.9	-3.6	5.7	-7.5	-0.4	-2.1	5.4	0.4	0.8
Cc1cccc(C)c1OCC(=O)N/N=C/c1cccn1C	-2.5	-12.6	2.0	3.5	-3.0	1.1	17.1	3.0	4.2
Cc1ccc(Nc2nc(-c3ccccc3)cs2)nc1	-4.5	26.9	-1.0	22.3	-23.0	88.8*	34.9	91.1*	-0.2
COc1ccc(S(=O)(=O)N2CCC(C(=O)NCCN3CCOCC3)CC2)cc1	5.0	1.8	19.4	-8.6	0.9	14.0	17.9	8.1	3.0

High-throughput results as filed in PubChem BioAssay.
